Source: PubChem BioAssay
Shn3 3UTR inh – Schnurri-3 reporter inhibition in Clone20 osteoblasts; Clone20 osteoblast Shn3 3'UTR firefly luciferase, 24 h; inhibition, % at 12.5 µM; 360,000 tested, 0.52% active; AID 588674;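 active means mean inhibition of at least 75% with every replicate also reaching 75%; inconclusive means mean inhibition at least 75% but some replicate below; inactive means mean inhibition below 75%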;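 further: 0% = median of neutral control wells and 100% = pilot-screen positive control compound; some compounds past the cut are filed as inactive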
HIF-2a inh – HIF-2a inhibition | 786-0 RCC cells HIF-2a reporter, luciferase luminescence, overnight | inhibition, % at 18.8 µM | 360,000 tested, 0.72% active;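 active means inhibition of the luminescence signal of 40% or more relative to plate controls, in a single-dose primary screen at 18.75 µM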
PDI inh – inhibitors of human protein disulfide isomerase | PDI insulin aggregation turbidity, A650, 90 min | inhibition, % at 10 µM | 350,000 tested, 0.052% active;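 active means mean inhibition across replicates of 30% or more, whatever share of single replicates reach that level; inconclusive means mean inhibition below 30% while every single replicate reaches 30%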;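 further: absorbance from insulin aggregation driven by PDI reduction with DTT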
Target sequence (P07237 whole entry, looked up): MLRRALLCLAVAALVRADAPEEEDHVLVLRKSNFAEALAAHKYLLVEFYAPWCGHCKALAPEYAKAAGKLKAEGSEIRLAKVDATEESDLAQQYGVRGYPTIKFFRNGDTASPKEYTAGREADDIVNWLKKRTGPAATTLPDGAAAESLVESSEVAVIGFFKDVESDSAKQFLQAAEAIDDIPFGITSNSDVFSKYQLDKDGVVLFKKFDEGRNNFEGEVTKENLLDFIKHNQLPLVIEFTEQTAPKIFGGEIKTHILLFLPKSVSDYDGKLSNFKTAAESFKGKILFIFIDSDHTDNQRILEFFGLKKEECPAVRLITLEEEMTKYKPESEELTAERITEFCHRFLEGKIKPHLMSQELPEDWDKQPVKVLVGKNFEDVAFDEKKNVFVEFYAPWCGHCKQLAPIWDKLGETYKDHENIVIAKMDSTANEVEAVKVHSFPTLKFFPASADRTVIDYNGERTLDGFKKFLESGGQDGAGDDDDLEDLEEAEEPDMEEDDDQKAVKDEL
NR2E3 ag-1 – agonists of human nuclear receptor NR2E3. Q9Y5X4. GST-NR2E3/biotin-RetCOR TR-FRET, 1536-well. inhibition of corepressor binding, % at 4.78 µM. 320,000 tested, 0.12% active. AID 2300;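 active means percent inhibition above the cutoff of mean plus 3 SD of all tested compounds, set per screening campaign, cut at about 20% in these data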;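 further: 0% = DMSO wells and 100% = biotin wells as full block of FRET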
Target sequence (Q9Y5X4 whole entry, looked up): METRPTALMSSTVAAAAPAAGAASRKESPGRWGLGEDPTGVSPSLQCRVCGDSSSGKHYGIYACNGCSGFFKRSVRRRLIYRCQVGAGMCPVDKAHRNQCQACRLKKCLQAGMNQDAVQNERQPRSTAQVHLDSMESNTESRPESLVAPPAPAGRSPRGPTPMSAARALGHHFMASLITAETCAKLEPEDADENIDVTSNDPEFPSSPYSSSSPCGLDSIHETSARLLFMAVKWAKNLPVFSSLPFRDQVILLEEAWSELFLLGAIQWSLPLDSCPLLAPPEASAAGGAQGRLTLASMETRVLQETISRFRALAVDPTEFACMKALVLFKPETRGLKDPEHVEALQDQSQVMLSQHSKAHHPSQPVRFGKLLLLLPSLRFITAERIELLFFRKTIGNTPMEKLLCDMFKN
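Format: 1536-well format; test system: GST-NR2E3 and biotin-RetCOR proteins; read-out basis: percent inhibition of TR-FRET ratio; timing: 5 h incubation at 4 °C; detection: time-resolved FRET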
MITF TRPM1 inh – MITF TRPM1 promoter inhibition in SK-MEL-5 cells; SK-MEL-5 TRPM1 promoter luciferase, 24 h; inhibition, % at 12.5 µM; 330,000 tested, 0.83% active; AID 488899;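 active means mean inhibition across replicates of 60% or more, whatever share of single replicates reaches that level; inconclusive means some that reach 60%, reason not given; inactive means mean inhibition across replicates below 60%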; further: values of inactives mirror those of a sister screen read the other way
CaV13 FRET inh – Disruptors of the CACNA1D IQ motif to Ca2+-dependent inactivation inhibitor domain association, primary screening, Förster resonance energy transfer in intact living …. AID 743397. inhibition, % at 12.3 µM. 340,000 tested, 0.098% active. HEK cells, CFP/YFP FRET ICDI-IQ, plate reader, 10 min; percent FRET-ratio fall versus neutral wells;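 active means mean replicate inhibition of at least 30% and at least 1% of replicates passing that level; inconclusive means only one of the two criteria is met; inactive means neither criterion is met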;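 further: 0% = median of the neutral control wells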
KKLEB cytotox – reduces viability of KKLEB cystic fibrosis airway cells; activity change (cytotoxicity), % at 5 µM; 360,000 tested, 0.36% active; KKLEB CF airway cells viability, ATPlite luminescence, overnight; hits give low values; cells stimulated with P. aeruginosa culture filtrate; AID 602141;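 active means corrected activity change at or below -50% at 5 µM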
Peg3 prom inh – Peg3 promoter activity inhibition; AID 588405; HeLa PEG-Prom luciferase reporter, luminescence, overnight; inhibition, % at 20 µM; 360,000 tested, 1.7% active;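 active means inhibition of at least 50% at 20 µM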
NR2E3 ag-2 – activates human NR2E3 receptor; CHO-S Gal4-NCOR/VP16-NR2E3 two-hybrid, luciferase; Q9Y5X4; 360,000 tested, 0.35% active; inhibition of corepressor binding, % at 3.98 µM; AID 602229;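 active means inhibition above the mean of all tested compounds plus 3 SD, cut at about 70% in these data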;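 further: 0% = DMSO with NR2E3 transfected cells and 100% = cells lacking NR2E3 construct; higher means lower luciferase signal from less NR2E3 corepressor binding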
Vif imaging – inhibitors of HIV Vif; inhibition, % at 7.49 µM; 340,000 tested, 0.35% active; HEK293T cells, Vif self-association by quenched fluorescence, imaging, 24 h; in the data active means inhibition above about 50%, passing the limit was not always enough; inconclusive means no clear call, values can overlap the other calls; inactive means below about 31%; further: some results filed as inactive read as strong as hits
CF NFkB block – inhibitors of cystic fibrosis induced NF-kB; KKLEB NF-kB-GFP reporter, PAF-induced, GFP fluorescence overnight; inhibition, % at 5 µM; 360,000 tested, 0.86% active;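 active means at least 50% inhibition at 5 µM, scaled per plate between neutral and stimulator controls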;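 further: PAF is a Pseudomonas aeruginosa culture filtrate used as stimulus; plate controls were PAF-stimulated DMSO wells for no effect and unstimulated DMSO wells for full effect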
* marks the source's active call; other numbers are inactive results; u = inconclusive; x = no result given.

SMILES	Shn3 3UTR inh	HIF-2a inh	PDI inh	NR2E3 ag-1	MITF TRPM1 inh	CaV13 FRET inh	KKLEB cytotox	Peg3 prom inh	NR2E3 ag-2	Vif imaging	CF NFkB block
N#Cc1ccccc1S(=O)(=O)N1CCN(C(=O)c2ccc(-n3cncn3)c([N+](=O)[O-])c2)CC1	12	5	2	-4	5	-7	-7	-1	-9	-17	12
COc1ccccc1CNS(=O)(=O)c1ccc(-n2cnnn2)c(OC)c1	19	3	5	-2	-5	-2	-18	17	-4	4	-4
CCn1c(SCC(=O)Nc2cc(C)on2)nc2c(c1=O)SCC2	16	5	0	0	3	-6	7	13	9	5	9
COC(=O)c1cc(NC(=O)CSc2nnc(N)s2)ccc1Cl	-19	8	7	-2	2	-4	13	0	-1	-17	-41
COCCn1c(SCC(=O)c2ccc3c(c2)OCCO3)nnc1-c1ccco1	8	3	-3	-2	27	-8	-4	4	-13	-13	5
C/C(=N\OC(=O)c1cccc(C(F)(F)F)c1)c1sc(-c2ccccc2)nc1C	x	-248	7	-4	-90	-5	3	-367	-14	x	-15
Cc1ccc(S(=O)(=O)NCC(=O)OCC(=O)NC(=O)NC2CCCC2)cc1	-7	8	5	0	4	-7	5	-2	-15	-4	-16
CC(C)(C)c1n[nH]c(=S)n(/N=C/c2cccs2)c1=O	-22	-40	2	-2	7	-5	-3	-81	2	1	3
Cc1c(C(=O)N2CCOCC2)c(S(=O)(=O)Nc2cccc(F)c2)c(C)n1C	10	-2	-4	0	0	-5	17	12	11	11	-7
CCn1nnc(NC(=O)c2ccc(C(C)(C)C)cc2)n1	-35	-107	-6	4	-34	-5	-7	-152	-13	36	-2
CC1=Nc2ccccc2/C1=C\c1nc(-c2ccc(F)cc2)oc1O	1	-12	-5	2	-15	-9	8	7	11	-2	-15
COc1ccc(NC(=O)CNC(=O)c2ccco2)cc1	-1	-73	-23	1	-17	-20	-12	-47	-9	0	15
CC1CCN(C(=O)C(=O)Nc2sc3c(c2C(N)=O)CC(C)(C)OC3)CC1	-11	-1	-2	1	4	-3	11	13	-18	0	23
CC(NC(=O)COC(=O)Cn1cc(C(F)(F)F)ccc1=O)c1ccccc1 (stereo not drawn)	10	6	-1	x	1	-5	3	12	-11	15	14
Nc1nc(SCCO)[nH]c(=O)c1NC(=O)c1ccccc1F	-26	5	10	-1	-6	-5	1	4	-22	-17	16
CCn1c(=O)c(-c2cc(=O)[nH][nH]2)c(O)c2ccccc21	4	6	11	-1	-1	-4	5	20	-20	1	5
O=C(O)CCC(=O)Nc1ccc(Cc2ccc(NC(=O)CCC(=O)O)cc2)cc1	3	10	10	2	-1	-6	2	-8	5	8	-3
OC(c1ccccc1)c1nc(-c2ccc(Cl)cc2)cs1 (stereo not drawn)	-70	-223	10	x	x	-5	13	-205	-63	-2	-62
CS(=O)(=O)N(CCc1ccccc1)CC(=O)Nc1ccc(Br)cc1F	16	14	-7	0	-3	-5	15	6	-11	-14	-10
Cc1ccc(C)c(C(=O)n2cnnc2N)c1	-10	5	0	1	3	x	-5	0	-7	26	6
CCOC(=O)Cc1csc(NS(=O)(=O)c2ccc(OC)cc2)n1	-1	15	-4	2	1	-3	-7	-3	-21	21	23
CS(=O)(=O)N(CCc1ccccc1)CC(=O)NCc1ccncc1	-4	18	0	5	3	x	5	13	5	-11	-17
COc1ccc(OC)c(NC(=O)Nc2cccc(Cn3cccn3)c2)c1	3	-11	-1	1	-14	-5	17	0	-26	-2	-27
C/C(Cl)=C\Cn1c(=O)c2c(nc3n2CCS3)n(C)c1=O	2	14	0	-3	5	-1	-12	4	5	4	11
CCc1ccccc1NC(=O)c1ccccc1Sc1ccc([N+](=O)[O-])cc1Cl	-4	4	-8	3	-5	-3	-6	27	-23	-4	-4
CNC(=O)N(O)C1N(NC(=O)Nc2cccc3ccccc23)C(=S)SC1(C)C (stereo not drawn)	5	12	2	-2	-1	-17	6	-4	5	-1	-18
O=[N+]([O-])c1ccc(-c2cnc3ccccc3n2)cc1	-81	-225	-10	5	-60	-3	-1	-207	-35	-9	-16
C/C(CC(=O)Nc1ccccc1)=N\NC(=O)COc1ccc(C)cc1Br	2	3	-2	0	7	-2	6	9	-19	2	-9
Clc1cccc(Cc2c(C3CCCCC3)nc3ccc(Cl)cn23)c1	7	-4	x	x	x	-3	-18	-2	-24	x	17
CCOc1ccc(C2C(C#N)=C(N)Oc3cc(C)oc(=O)c32)cc1 (stereo not drawn)	-1	1	10	-1	0	-5	7	10	-12	x	18
N#Cc1ccc(Oc2ccc(S(=O)(=O)N3CCOCC3)cn2)cc1	8	12	1	-3	0	-3	7	5	13	3	-5
CCc1ccc(NC(=O)Nc2cc(C(=O)O)ccc2N2CC3CC(C2)c2cccc(=O)n2C3)cc1 (stereo not drawn)	-1	-30	-9	-2	-17	-6	19	-27	-59	-1	1
CCn1nc(C)c(CNC(=O)c2cc(COc3ccc(F)cc3Cl)on2)c1C	x	-4	-5	1	1	-3	-4	8	51	21	-15
Cn1cnc(S(=O)(=O)Nc2cc(C(F)(F)F)ccc2N2CCOCC2)c1	-7	2	2	-1	5	-3	0	7	-2	3	1
CCn1cc([N+](=O)[O-])c(C(=O)N2CCCC2)n1	-11	-23	4	x	-1	-7	-13	25	8	6	4
CCCC(C(=O)OCC)P(=O)(c1ccccc1)c1ccccc1 (stereo not drawn)	-5	12	8	-2	4	-9	2	5	-9	6	-5
COc1ccc(Nc2nc(N)nc(CN(C)C3CCCCC3)n2)cc1	54	-25	4	-1	-6	x	6	-3	-14	5	-26
COC(=O)c1c(C)[nH]c(C(=O)/C=C/c2ccccc2F)c1C	-138	-305	2	2	-83	-1	0	-285	-92	-9	-13
CN1CCN(NS(=O)(=O)c2cccs2)CC1	0	13	-1	2	1	-7	2	1	-5	3	11
O=C(CC1CC1)Nc1ccc2c(c1)[C@H]1C[C@H](CC(=O)N3CCc4ccccc4C3)O[C@@H](CO)[C@H]1O2	-22	12	5	x	x	-7	-1	2	-85	0	-8
CN(Cc1cnn(C)c1)Cc1nc(Cc2ccccc2Cl)no1	3	-7	2	3	13	-2	6	12	-22	15	-21
COc1ccccc1NCCC(=O)OCC(=O)Nc1ccc(Cl)cn1	-3	4	-3	2	16	3	3	6	-18	3	-1
Cc1cccn2cc(-c3ccc(S(=O)(=O)N4CCCCC4)cc3)nc12	5	-51	-1	1	-15	-6	-14	-18	-8	-7	14
Cc1ccc(/C=C/S(=O)(=O)NCCC(=O)NCc2ccc(F)cc2)cc1	-13	12	-2	0	11	-6	20	18	10	-7	-12
COc1ccc(CC(=O)NCc2ccccc2)cc1	-11	-3	-6	2	17	-20	-4	9	-3	-2	-6
CCN(CC)CC#CC(C)OCOCC#CCOC (stereo not drawn)	-4	5	-4	2	-5	x	-9	9	-12	18	-6
CCC(C)NC(=O)Cn1cnc2sc(C)c(S(=O)(=O)N3CCCCC3)c2c1=O (stereo not drawn)	-1	9	0	0	3	-3	-2	5	-6	-2	-6
FC(F)Sc1ccc(NC(=S)NC2CCCC2)cc1	-18	-254	2	6	-50	-7	-6	-220	-78	0	3
Cc1cc(N2CCN(c3nc(-c4ccccc4)cs3)CC2)c2ccccc2n1	25	-4	5	4	-2	-5	4	5	-15	-3	4
CC(=O)NCc1nc2ccccc2n1C(C)C	-11	9	x	0	x	-3	0	14	-10	2	14
Next structures
SMILES	Shn3 3UTR inh	HIF-2a inh	PDI inh	NR2E3 ag-1	MITF TRPM1 inh	CaV13 FRET inh	KKLEB cytotox	Peg3 prom inh	NR2E3 ag-2	Vif imaging	CF NFkB block
COc1ccc(NC(=S)N(CCc2ccncc2)C(C)C)cc1Cl	61	-3	13	x	x	-16	7	2	14	16	3
Cc1nc(N(C)C)ncc1C(=O)O	-11	7	-3	0	1	-5	-3	9	-2	10	9
CN1CCN(S(=O)(=O)c2ccc(Sc3nnnn3-c3ccccc3)c([N+](=O)[O-])c2)CC1	87*	67*	11	5	88*	-5	-30	91*	8	4	88*
Cc1nc2scc(-c3ccc(C(C)(C)C)cc3)c2c(=O)n1N	3	-19	2	-1	-13	-2	-10	22	-2	-8	18
O=c1[nH]c(-c2ccncc2)nc2ccccc12	-1	11	4	-7	11	-5	-1	7	-16	x	4
COc1ccc(Cc2nc3ccccc3n2CC(=O)N/N=C/c2ccccc2)cc1OC	6	14	7	-2	-10	-3	1	7	-5	1	2
CN1CCCN(C(=O)C2CCC(C(=O)N3CCCN(C)CC3)CC2)CC1 (stereo not drawn)	-8	15	0	0	1	-2	12	10	-22	4	2
O=C(CCSCc1ccc(Cl)cc1)NCc1cccs1	10	6	12	-6	7	-3	0	14	-5	-1	-11
Cn1c(=O)[nH]c(=O)c2c1nc(SCC(N)=O)n2Cc1cccc(Br)c1	-7	-11	-3	1	11	-3	-18	-8	3	u	-47
O=C(COc1ccccc1)N=C1SC2CS(=O)(=O)CC2N1c1ccc(F)cc1 (stereo not drawn)	-8	12	5	-1	1	-2	0	-5	2	0	-4

Some of the entries so far, with values under each structure:
Value order – Shn3 3UTR inh	HIF-2a inh	PDI inh	NR2E3 ag-1	MITF TRPM1 inh	CaV13 FRET inh	KKLEB cytotox	Peg3 prom inh	NR2E3 ag-2	Vif imaging	CF NFkB block
O=c1[nH]c(-c2ccncc2)nc2ccccc12
→ -1	11	4	-7	11	-5	-1	7	-16	x	4
Cc1nc2scc(-c3ccc(C(C)(C)C)cc3)c2c(=O)n1N
→ 3	-19	2	-1	-13	-2	-10	22	-2	-8	18

(list continues)
SMILES	Shn3 3UTR inh	HIF-2a inh	PDI inh	NR2E3 ag-1	MITF TRPM1 inh	CaV13 FRET inh	KKLEB cytotox	Peg3 prom inh	NR2E3 ag-2	Vif imaging	CF NFkB block
O=C(c1ccc2c(=O)n3c(nc2c1)CCCCC3)N1CCN(C(c2ccccc2)c2ccccc2)CC1	17	8	0	-2	12	-8	-14	27	-16	-5	9
COc1ccc(-c2csc3ncnc(N4CCN(c5ccccc5O)CC4)c23)cc1	0	19	-3	2	-12	x	-17	34	-17	-5	32
COc1cc(OC)cc(C(=O)Nc2cc(C)nn2-c2ccccc2)c1	6	-2	2	1	8	-4	4	-1	15	-5	-2
O=C(O)C1=CCCN(CCON=C(c2ccccc2)c2ccccc2)C1	11	7	3	1	3	-6	1	-4	-1	u	8
Cc1ccc(NC(=O)N(CCC(=O)O)Cc2ccccc2)cc1	x	3	-6	0	-2	-14	3	2	-14	4	-1
C=CCOc1ccc(/C(O)=C2/C(=O)C(=O)N(CCN3CCOCC3)C2c2ccc(C)cc2)cc1 (stereo not drawn)	10	14	0	0	12	-5	-5	4	2	-1	-3
COc1cc2c(c(OC)c1OC)C(=O)CC2	4	7	4	-1	0	9	2	15	-35	20	-3
CC(=O)Oc1ccc(OC(C)=O)c(SCCCCCN2CCOCC2)c1	-20	13	1	-2	13	-8	2	6	14	0	12
Cc1ccc(NC(=O)c2ccc(S(=O)(=O)NCc3ccco3)cc2)nc1	-43	-158	-5	1	-13	-6	-4	-116	-47	4	23
